# LDHA inh = qHTS assay for inhibitors of human lactate dehydrogenase | purified LDHA, NADH/diaphorase-resazurin fluorescence; hits give low values | activity change, % (values are at about 110 or 230 µM) | hit rate 0.15% among 480,000 | L-lactate dehydrogenase A chain (Homo sapiens), P00338; in the data active = activity change below about -30%; inconclusive = mostly about -25% to -30%;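 also: plate controls were DMSO wells for no effect and wells without enzyme for full effect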
#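 Resorufin fluorescence (ex540/em590), read at 0 and 20 min after diaphorase/resazurin addition, reports the NADH left after a 5 min room-temperature reaction of 2 nM human LDH5 with 0.06 mM NADH and 0.2 mM pyruvate.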
# 12-LOX inh = Primary qHTS assay for inhibitors of human arachidonate 12S-lipoxygenase (ALOX12): Round 2. Polyunsaturated fatty acid lipoxygenase ALOX12 (Homo sapiens), P18054. AID 1671190, 2021. hit rate 1.1% among 580,000. purified 12hLO, xylenol orange hydroperoxide absorbance. Potency, µM (titrated, usually from 108 µM), without a hit: at the highest dose activity change, negative = inhibition, hits mostly inhibitors; active = well fitted inhibition curve with a large enough effect; inconclusive = small, poorly fitted or top-dose-only effect, or another doubt; inactive = no such curve, though single readings can be large or run the other way; also: potency is read from the fitted curve at half-maximal effect
# Target sequence (P18054 whole entry, looked up): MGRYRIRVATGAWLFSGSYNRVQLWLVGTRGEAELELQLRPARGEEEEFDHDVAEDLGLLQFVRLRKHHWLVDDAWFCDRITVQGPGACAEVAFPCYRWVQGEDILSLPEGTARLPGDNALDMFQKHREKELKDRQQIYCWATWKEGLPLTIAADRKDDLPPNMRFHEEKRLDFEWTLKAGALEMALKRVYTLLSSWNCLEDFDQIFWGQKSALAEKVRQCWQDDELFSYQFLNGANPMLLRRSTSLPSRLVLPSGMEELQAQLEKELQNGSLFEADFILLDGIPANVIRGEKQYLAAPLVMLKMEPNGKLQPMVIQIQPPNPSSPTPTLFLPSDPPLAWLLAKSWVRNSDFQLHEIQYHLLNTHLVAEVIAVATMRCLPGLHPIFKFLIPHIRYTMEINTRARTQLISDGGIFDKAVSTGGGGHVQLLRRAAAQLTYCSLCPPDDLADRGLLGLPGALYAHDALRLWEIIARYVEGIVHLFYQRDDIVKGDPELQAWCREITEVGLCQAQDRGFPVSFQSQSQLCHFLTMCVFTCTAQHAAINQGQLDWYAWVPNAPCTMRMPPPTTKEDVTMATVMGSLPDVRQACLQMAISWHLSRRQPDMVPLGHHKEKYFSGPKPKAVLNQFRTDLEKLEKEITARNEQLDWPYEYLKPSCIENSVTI
#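 Purified human 12hLO (150 nM final) in 25 mM Hepes, 0.01% Triton X-100, pH 7.0 was preincubated 15 min at room temperature with compound. Then 40 uM arachidonic acid was added, 30 min. Hydroperoxide was read by Fe-XO absorbance ratio 573/405 nm.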
# * hit, by the source's call; ? = inconclusive; [ ] = another dose, or the depositor's remark. Unless noted, % is scaled to controls: 0 for no effect and ±100 for the full control effect. A portion of the library; rates above refer to the full screens.
LDHA inh	12-LOX inh	SMILES
-3	56%[activator]	Cc1ccc(C)c(C(NC(=O)c2cccc(Cl)c2)c2cccnc2)c1 (configuration not stated)
2	6%	COc1ccccc1C1=NOC(C(=O)Nc2cc(C)nn2-c2ccccc2)C1 (configuration not stated)
1	-21%	CCN1CCC(NC(=O)c2cccs2)CC1
-10	?	COc1ccccc1N1CCN(Cc2cc(=O)oc3ccc(Cl)cc23)CC1
-6	?	CCCC(=O)Nc1ccc(-c2csc(N)n2)cc1
8	9%	O=C(Nc1ccccc1C(F)(F)F)C1CC1(c1ccccc1)c1ccccc1 (configuration not stated)
-2	-29%	O=C(NCc1coc(-c2cccs2)n1)c1cccc(C(F)(F)F)c1
7	-2%	Cc1oc(-c2ccccc2)nc1CN(C)CC(=O)N(C)C
6	0%	O=C(CCc1ncc(-c2ccccc2)o1)NCCc1ccccc1
-5	42%	CC1=C(C#N)C(NC(=O)CC(C)C)(C(F)(F)F)C(=O)N1 (configuration not stated)
-7	-10%	OC[C@H]1O[C@@H](c2nc3ccc(-c4nc(-c5cccs5)no4)cc3[nH]2)C[C@@H]1O
4	11%	O=C(Nc1cccc(Br)c1)Nc1ccc2c(c1)N(C(=O)c1ccccc1)CC2
5	-25%	COc1ccc(CN(C(=O)c2cc(=O)c3ccc(C)cc3o2)C2CCS(=O)(=O)C2)cc1OC (configuration not stated)
-10	-3%	OC[C@@H]1CN(Cc2cccs2)C[C@H](n2cnc3c(N4CCOCC4)ncnc32)O1
5	-22%	COC(=O)c1cc(Cl)ccc1N
3	?	CC(=O)NN1C(=O)c2ccccc2NC12CCCCC2
4	-6%	O=C(NCCN1CCCCC1)C(=O)Nc1cccc2[nH]ccc12
-6	23%	O=C(CN1CCN(C(=O)CCc2ncc(-c3c(F)cccc3F)o2)CC1)Nc1ccccc1Cl
0	3%	COc1ccccc1NC(=O)C(C)n1nc(C(=O)O)c2ccccc2c1=O (configuration not stated)
4	?	CCc1nc2c(OCC(=O)C(C)(C)C)cccn2c1N(C=O)CC(=O)N(C)C
-4	0%	CC(=O)NC(c1cccc(F)c1)c1nc(-c2cccc(C(=O)O)c2)cs1 (configuration not stated)
-15	9%	Cc1ccc(CNC(=S)NNC(=O)C(C)(C)O)cc1
2	22%	COc1ccc(COc2ccc3c(=O)c(-c4ccc(OC)c(OC)c4)c(C)oc3c2)cc1
4	?	CC1C(=O)CC[N+](C)(C)C1C (configuration not stated)
11	10%	CC1CCc2c(C(=O)Nc3cccc(Br)c3)csc2C1 (configuration not stated)
-4	2%	O=C(CC[C@H]1O[C@@H](n2ccc(=O)[nH]c2=O)[C@H](O)[C@@H]1O)N[C@H](Cc1ccccc1)C(=O)NCC1CCCO1 (some centres not stated)
-3	?	CCCC(=O)N1CCC1(C)C(=O)Nc1ncc(C(=O)OC)s1 (configuration not stated)
12	-14%	COc1cc(C(=O)O/N=C(\C)c2ccc(Cl)cc2)cc(OC)c1OC
3	-2%	O=C(N[C@H]1CC[C@@H](CCNS(=O)(=O)c2ccccc2Cl)O[C@@H]1CO)c1ccccc1
3	-4%	CCc1sc(C(=O)N2CCCCCC2)cc1Br

# The results go on.
LDHA inh	12-LOX inh	SMILES
?	-17%	CCOc1ccc2c3c(cccc13)C(=O)C=C2C
-3	-27%	Cc1cc(C(=O)N2CCC2(C)C(=O)NS(=O)(=O)c2ccc(Cl)cc2)nn1C (configuration not stated)
9	-1%	Cc1ccccc1Nc1nc(NC2CCCCC2)nc2c1cnn2C
-2	-4%	COC(=O)[C@]12CCCCC=C1N(Cc1ccccc1)C(=O)[C@H](CC(=O)NCc1cccc(C(F)(F)F)c1)C2
5	-66%	C[C@H](NC(=O)c1ccccc1)C(=O)O
2	-17%	CN(C(=O)CSc1nc(N2CCOCC2)c2c(c1C#N)CCCC2)c1ccccc1
1	46%[activator]	CCOc1ccc(CN(C)C(=O)Cn2cnc3c(cnn3C)c2=O)cc1
-4	-7%	O=C(C[C@@H]1C=C[C@@H](NC(=O)Nc2cccc(F)c2)[C@@H](CO)O1)NCC1CCCCC1
2	?	CCCc1ccc(NC(=O)c2n[nH]c(=O)c3ccccc23)cc1
5	?	CCN(CC)C(=O)Cn1nc(-c2ccc(C)cc2)c2ccccc2c1=O
3	-23%	Cc1ccc(C2=NN(C(=O)CCC(=O)O)C(c3ccc4nccnc4c3)C2)cc1 (configuration not stated)
-8	-6%	CCc1cccc(CC)c1NC(=O)c1cc(C)nc2ccccc12
-5	?	CNc1cncc(-c2cccc(OC)c2F)n1
-1	?	CCOC(=O)Cc1cc(=O)n2[nH]c(NCc3ccc(OC)cc3)nc2n1
0	?	COc1ccc(-c2csc(NCC(C)C)n2)cc1OC
7	-2%	Cc1c(Cl)cccc1NC(=O)c1nn(C)c(=O)c2ccccc12
0	-10%	CCOC(=O)[C@]12CCCC=C1N(CCC1=CCCCC1)C(=O)[C@H](CC(=O)N1CCSCC1)C2
1	11%	CCOc1ccc(NC(=O)c2nc3ccccc3nc2N2CCN(C)CC2)cc1
4	?	CCCCC[C@@H](C)N1C[C@@H](COCc2ccccc2)Oc2cc(N3CC[C@@H](O)C3)ccc2S1(=O)=O
-1	?	N#CCNC(=O)c1ccc2c(c1)OCCCO2
1	?	CC(C)OC(=O)c1cccc(C(=O)OC(C)C)n1
1	41%[activator]	COc1cccc(C(=O)OCc2cccc(C#N)c2)c1OC
15	?	C=C(C)CC1Cc2c(Br)cccc2C(CC(=C)C)N1 (configuration not stated)
8	-22%	CSCCC(NC(=O)C1CCC(C)CC1)C(=O)Nc1ccc2c(c1)OCO2 (configuration not stated)
1	-3%	O=c1oc2ccccc2cc1S(=O)(=O)N1CCc2ccccc2C1
5	-2%	O=C(c1cc2cc([N+](=O)[O-])ccc2oc1=O)N1CCN(c2ccccc2F)CC1
2	-18%	COc1ccccc1NC(=O)C1=C(C)Nc2c(C(=O)Nc3ccccc3)cnn2C1c1ccccc1F (configuration not stated)
1	?	O=C(CSc1nc(=O)n(Cc2cccnc2)c2c1CCC2)N1CCCC1
8	2%	C=CCNC(=O)C(C#N)c1nc2ccccc2nc1N1CCC(C(=O)OCC)CC1 (configuration not stated)
-1	-2%	O=C(c1cc(-c2csc(Nc3ccccc3C(F)(F)F)n2)c[nH]1)N1CCCC1

# Next part (3 carried over from the part before).
LDHA inh	12-LOX inh	SMILES
1	?	O=C(CSc1nc(=O)n(Cc2cccnc2)c2c1CCC2)N1CCCC1
8	2%	C=CCNC(=O)C(C#N)c1nc2ccccc2nc1N1CCC(C(=O)OCC)CC1 (configuration not stated)
-1	-2%	O=C(c1cc(-c2csc(Nc3ccccc3C(F)(F)F)n2)c[nH]1)N1CCCC1
4	7%	COCc1nn2c(=O)c(NC(=O)c3ccc(F)cc3)cnc2s1
-3	0%	CCOC(=O)C1=C(CN2CCN(c3ccccn3)CC2)NC(=O)NC1c1cccc(OC)c1OC (configuration not stated)
3	?	Cc1cc2ccccc2n1CC(=O)N1CCCCCC1
-2	-1%	COc1cc(C(=O)Nc2ccc(Cl)cc2)nc2ccc(Cl)cc12
0	3.2µM*	Cc1ccc(-c2nc3ccc(Br)cn3c2Cc2ccsc2)cc1
-3	26%	COC(=O)c1ccc(CNC(=O)CC[C@H]2O[C@@H](n3cc(C)c(=O)[nH]c3=O)C[C@@H]2O)cc1
13	7%	CCN(CC)C(=O)C(=O)c1c(-c2ccccc2)n(C)c2ccccc12
-3	-15%	CCOC(=O)/C(C#N)=C/c1cc(Br)ccc1OCc1c(F)cccc1Cl
-1	0%	CCCCn1nnnc1C(c1cc2ccccc2o1)N1CCCCC1 (configuration not stated)
-1	-15%	CCOC1=C2CN(S(=O)(=O)c3ccc(C)cc3)C(c3cccc(Cl)c3)CC2NC(c2ccccc2)C1 (configuration not stated)
-4	-3%	CCN(CC(=O)NC(C)C)CC(=O)N1c2ccccc2OCC1c1ccccc1 (configuration not stated)
-1	-8%	O=C(Cn1cc(S(=O)(=O)N2CCCC2)ccc1=O)c1c[nH]c2ccccc12
-1	10%	COc1ccc(S(=O)(=O)NCC2CCC(C(=O)NCC(=O)NCc3ccccn3)CC2)cc1 (configuration not stated)
-8	0%	Cn1ccc2c(-c3ccccc3F)cc3c(c21)C1CCC3C1 (configuration not stated)
6	-47%	Fc1ccc(-c2nc(-c3ccc(Br)o3)no2)cc1
-3	?	COc1cc(C2NC(=O)N(C)C(C)=C2C(=O)OCCC(C)C)cc(Cl)c1O (configuration not stated)
-14	45µM*	CC(C)C[C@H]1CNC(=S)N1C[C@H]1CCCN1C[C@H](Cc1ccc(O)cc1)N1C[C@H](Cc2ccc(O)cc2)N(CCc2ccccc2)C1=S
-3	?	CC(C)(C)S(=O)N1Cc2cc(C(=O)N[C@@H]3CCN(Cc4ccccc4)C3)nc(-c3cccc(-c4cc5ccccc5o4)c3)c2[C@@H]1CCO (some centres not stated)
-3	-32%	COc1ccc(-n2nnc3c(=O)n(Cc4nc(-c5ccccc5C)no4)cnc32)cc1
-1	-13%	O=C(Nc1cnc2ccccc2c1)c1ccc(N2CCCCC2)c([N+](=O)[O-])c1
-5	-6%	CC(=O)Nc1cc(-c2cccc(C(=O)NCCO)c2)cn2c(-c3ccc(F)c(Cl)c3)cnc12
7	-18%	Cn1c(=O)[nH]c(=O)c2c1nc(N1CCC(Cc3ccccc3)CC1)n2CC(=O)O
-4	?	CC(C)CC1OC(C(C)C)Cc2[nH]c(=S)[nH]c(=O)c21 (configuration not stated)
13	?	Cc1[nH]c2ccc(Cl)cc2c1CCN(Cc1cccs1)C(=S)NC(C)(C)C
-1	-3%	Cc1ccsc1C(=O)N(Cc1ccncc1)C1CC1
28	-25%	CCCN1CCN(C(=O)C2CCN(S(=O)(=O)c3ccc4c(ccn4CC)c3)CC2)CC1
2	5%	CCCCn1cnc2c1c(=O)n(CC(=O)Nc1cccc(F)c1)c(=O)n2CC(C)C
2	?	COc1ccc(OC)c(N2C(=O)CCC2(C)C(=O)NC2CCCC2)c1 (configuration not stated)
0	58%	CCCCC1CCC(C(=O)NCc2cccc(NC(=O)C(C)C)c2)CC1 (configuration not stated)
-6	-25%	FC(F)(F)c1cccc(-c2cncc(N3CCN(CCN4CCCC4)CC3)n2)c1

# With a hit mark in 12-LOX inh, among the entries above:
LDHA inh	12-LOX inh	SMILES
0	3.2µM*	Cc1ccc(-c2nc3ccc(Br)cn3c2Cc2ccsc2)cc1
-14	45µM*	CC(C)C[C@H]1CNC(=S)N1C[C@H]1CCCN1C[C@H](Cc1ccc(O)cc1)N1C[C@H](Cc2ccc(O)cc2)N(CCc2ccccc2)C1=S

# (further entries)
LDHA inh	12-LOX inh	SMILES
2	1%	N#CC(C(=O)CN1CCCC1)c1ccccc1 (configuration not stated)
1	-12%	Cc1ccc(C(=O)NC2CC2)cc1S(=O)(=O)N1CCCC1
4	-8%	COC(=O)C[C@H]1C=C[C@@H](NC(=O)Cc2cccnc2)[C@@H](CO)O1
1	?	CCCCCCn1cc(CN2CC(N3CCN(Cc4cccc(C)c4)CC3)CS2(=O)=O)nn1 (configuration not stated)
-1	1%	O=C(CCc1ccco1)NC1CCCC1
10	?	CC1=C(C#N)C(c2ccc(C(C)C)cc2)C(C#N)=C(C)N1
-4	9%	O=C(Nc1ccncc1)C1CCN(c2nc3ccccc3o2)CC1
-2	2%	O=C(c1cccs1)N(Cc1ccccc1)Cc1ccccc1
9	0%	CC1CC(=O)Nc2ccccc2N1C(=O)c1ccccc1 (configuration not stated)
4	2%	Cc1ccc2nc(-c3ccc(C)c(NC(=O)c4ccc5c(c4)OCO5)c3)oc2c1
2	1%	N#Cc1nc(C2CC2)oc1N1CCN(C(=O)c2ccccc2)CC1
-8	-3%	CC(=O)Nc1ccc(C(=O)N2CCCC(c3cc(C(=O)NCc4cccnc4)no3)C2)cc1 (configuration not stated)
8	?	COc1ccc(-c2ocnc2C(=O)Nc2c(C)cc(C)cc2C)cc1
7	-6%	COc1cc(C(=O)Nc2ccccc2OCC2CCCO2)cc(OC)c1OC (configuration not stated)
-5	16µM*	Cc1ccccc1CN1C(=O)C(C)Sc2ccc(-c3ccco3)cc21 (configuration not stated)
4	?	CCOC(=O)c1sc(=S)n(-c2cc(C)cc(C)c2)c1N
8	59%[activator]	CCN(CC(C)C#N)C(=O)C1CCCC1 (configuration not stated)
2	?	COc1nc(C(=O)NCCC(=O)N2CCCCC2)cc2ccccc12
-7	-27%	Cc1cccc(OCC(=O)Nc2ccc3oc(-c4cccnc4)nc3c2)c1

# An excerpt from above in order of count of non-hydrogen atoms, lowest first:
LDHA inh	12-LOX inh	SMILES
-1	1%	O=C(CCc1ccco1)NC1CCCC1
2	1%	N#CC(C(=O)CN1CCCC1)c1ccccc1 (configuration not stated)
9	0%	CC1CC(=O)Nc2ccccc2N1C(=O)c1ccccc1 (configuration not stated)
-2	2%	O=C(c1cccs1)N(Cc1ccccc1)Cc1ccccc1
4	-8%	COC(=O)C[C@H]1C=C[C@@H](NC(=O)Cc2cccnc2)[C@@H](CO)O1
-4	9%	O=C(Nc1ccncc1)C1CCN(c2nc3ccccc3o2)CC1
7	-6%	COc1cc(C(=O)Nc2ccccc2OCC2CCCO2)cc(OC)c1OC (configuration not stated)

# Source: PubChem BioAssay (National Center for Advancing Translational Sciences (NCATS))
